NR1D1 modulator – modulators of Rev-erb alpha DNA binding, primary screen, biochemical, FITC-DNA, fluorescence polarization, uHTS. Rev-erbα–FITC-DNA binding, 90 min. activity, % at 10 µM. 370,000 tested, 0.79% active. AID 1259318, 2017;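 active = activity above about 14%, limit read from the data; passing the limit was not always enough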;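 note: 0% = DMSO wells with 35 nM protein and 100% = DMSO wells with 750 nM protein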
DDE Tn6 FP inh – inhibitors of Tn6 peptide binding to fibrin DD(E), primary screen, biochemical, fluorescence polarization, human fibrin, Tn6 probe; inhibition, % at 8.3 µM; AID 720509, 2013; Fibrin DD(E) TRITC-Tn6 fluorescence polarization displacement; 370,000 tested, 0.21% active;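 active = inhibition above a per-campaign cutoff: mean of compounds within control limits plus 3 SD, cut at about 15% in these data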;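 note: 0% = median of all compound wells on the plate and 100% = blocking peptide control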
UHRF1 binding – UHRF1 methylated DNA binding inhibitors, primary screen, counter-screen for MBD2 inhibitor project, biochemical, TR-FRET, human UHRF1, single concentration. E3 ubiquitin-protein ligase UHRF1 (Homo sapiens), Q96T88. UHRF1 binding to methylated oligo. inhibition, % at 4.4 µM. 370,000 tested, 0.75% active; in the data active = inhibition above about 21%;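 note: UHRF1 SRA domain binding a hemimethylated CpG hairpin DNA probe; 0% = median of test compound wells and 100% = reference inhibitor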
PLC-beta3 inh – human PLC-beta3 inhibitors, primary screen, biochemical, fluorescence; 1-phosphatidylinositol 4,5-bisphosphate phosphodiesterase beta-3 (Homo sapiens), Q01970; Purified PLC-beta3, fluorogenic substrate; inhibition, % at 12.2 µM; 370,000 tested, 0.18% active; AID 720704, 2013; in the data active = inhibition above about 11%;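 note: 0% = median of compound wells on plate and 100% = full blocker control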
Target sequence (Q01970 whole entry, looked up): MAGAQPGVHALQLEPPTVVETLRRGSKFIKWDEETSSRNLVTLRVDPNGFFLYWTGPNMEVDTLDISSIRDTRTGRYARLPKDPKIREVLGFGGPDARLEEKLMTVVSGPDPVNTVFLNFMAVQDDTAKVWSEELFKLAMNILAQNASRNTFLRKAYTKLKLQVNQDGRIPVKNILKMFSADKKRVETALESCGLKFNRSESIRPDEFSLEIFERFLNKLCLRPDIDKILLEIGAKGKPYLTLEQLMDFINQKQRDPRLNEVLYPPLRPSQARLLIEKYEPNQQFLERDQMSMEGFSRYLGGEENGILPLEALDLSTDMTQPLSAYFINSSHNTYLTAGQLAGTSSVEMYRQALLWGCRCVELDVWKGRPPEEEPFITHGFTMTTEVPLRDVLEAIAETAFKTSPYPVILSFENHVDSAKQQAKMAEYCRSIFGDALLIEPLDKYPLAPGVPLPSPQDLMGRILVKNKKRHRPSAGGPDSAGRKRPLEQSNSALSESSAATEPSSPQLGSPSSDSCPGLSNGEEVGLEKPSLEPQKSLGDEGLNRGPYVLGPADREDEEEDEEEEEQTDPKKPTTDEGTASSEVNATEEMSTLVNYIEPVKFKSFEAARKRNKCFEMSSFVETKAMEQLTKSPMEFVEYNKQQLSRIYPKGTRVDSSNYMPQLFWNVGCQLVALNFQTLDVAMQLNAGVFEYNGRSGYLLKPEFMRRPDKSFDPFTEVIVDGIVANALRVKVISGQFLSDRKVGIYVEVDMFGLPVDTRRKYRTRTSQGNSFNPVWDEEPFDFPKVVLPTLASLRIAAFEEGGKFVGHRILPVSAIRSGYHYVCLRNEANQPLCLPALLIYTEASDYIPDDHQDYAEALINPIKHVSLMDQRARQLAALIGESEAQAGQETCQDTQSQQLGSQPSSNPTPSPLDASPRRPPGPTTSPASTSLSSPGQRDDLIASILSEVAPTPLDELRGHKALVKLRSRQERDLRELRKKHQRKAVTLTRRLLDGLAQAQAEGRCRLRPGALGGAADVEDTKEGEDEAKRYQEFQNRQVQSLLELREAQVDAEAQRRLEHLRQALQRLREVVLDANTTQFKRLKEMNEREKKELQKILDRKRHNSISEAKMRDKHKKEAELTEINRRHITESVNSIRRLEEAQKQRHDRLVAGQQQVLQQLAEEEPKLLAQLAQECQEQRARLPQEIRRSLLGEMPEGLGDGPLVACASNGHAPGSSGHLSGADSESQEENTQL
ASAP1 inh – inhibitors of human ASAP1 ArfGAP activity, primary screen, biochemical, fluorescence polarization; Arf-GAP with SH3 domain, ANK repeat and PH domain-containing protein 1 (Homo sapiens), …; ASAP1-stimulated ARF1 GTP hydrolysis, GDP FP detection; inhibition, % at 16.5 µM; 360,000 tested, 0.19% active; AID 624377, 2012; in the data active = inhibition above about 25%;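 note: 0% = vehicle with enzyme and substrate and 100% = no enzyme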
proKLK7 act – proKLK7 zymogen activators, primary screen, biochemical, fluorescence intensity. 370,000 tested, 0.9% active. purified proKLK7, EDANS-DABCYL substrate fluorescence; 100% is mature enzyme control, 0% vehicle. activation, % at 7 µM. AID 652039, 2013. Kallikrein-7 (Homo sapiens), P49862;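 active = activation above the mean of all tested compounds plus 3 SD, computed per campaign excluding outliers beyond control limits, cut at about 13% in these data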
Tn7 DDE FP – inhibitors of Tn7 peptide binding to fibrin DD(E), primary screen, biochemical, fluorescence polarization, human fibrin, Tn7 probe. Fibrinogen beta chain (Homo sapiens), P02675. FP displacement of FITC-Tn7 peptide from fibrin DD(E); 0% = median of compound wells per plate. inhibition, % at 8.3 µM. 370,000 tested, 0.13% active;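 active = inhibition above the mean of compounds falling within the control limits plus 3 SD of them, cut at about 14% in these data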;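 note: 0% = plate median of compound wells and 100% = 10 µM Aha-Tn7 peptide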
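Assay system: Human clot-derived fibrin DD(E) complex | Buffer or medium: Tris/NaCl/CaCl2 buffer, pH 7.8 | Repeats: One replicate per compound | Benchmarks: Aha-Tn7 high control | Measure: % inhibition scaled between sample-field median and high-control FP | Schedule: 10 min plus 3 h, room temperature | Signal: Fluorescence polarization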
PLC-gamma1 inh – PLC-gamma1 enzyme inhibitors, primary screen, biochemical, fluorescence, purified enzyme. 1-phosphatidylinositol 4,5-bisphosphate phosphodiesterase gamma-1 (Homo sapiens), P19174. fluorogenic substrate. inhibition, % at 12.2 µM. 370,000 tested, 0.84% active; in the data active = inhibition above about 9.5%
HGIII-sPLA2 inh – human group III sPLA2 inhibitors, primary screen, biochemical, QFRET, BODIPY PC-A2 liposome substrate; QFRET BODIPY PC-A2 liposome hydrolysis, fluorescence; inhibition, % at 12.2 µM; 370,000 tested, 0.56% active; AID 743126, 2013;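 active = inhibition above mean plus 3 SD of compounds lying within the high and low control bounds, cut at about 19% in these data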;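 note: 0% = median of test compound wells and 100% = no enzyme DMSO wells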
ARFGAP1 inhibitor – inhibitors of rat ARFGAP1 GAP activity, primary screen, biochemical, fluorescence polarization, GDP tracer; ADP-ribosylation factor GTPase-activating protein 1 (Rattus norvegicus), Q62848; Arfgap1-stimulated ARF1 GTP hydrolysis, GDP FP detection; inhibition, % at 16.5 µM; 360,000 tested, 0.26% active; AID 651572, 2012;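 active = inhibition above a per-plate limit, mean inhibition of low control wells plus 3 SD, cut at about 25% in these data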;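 note: 0% = DMSO wells with enzyme and 100% = wells lacking Arfgap1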
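System: truncated rat Arfgap1 GAP domain / Medium: HEPES-based buffer, pH 7.5 / Also added: N-terminally truncated human ARF1-GTP substrate / Incubation: enzyme reaction 120 min at 25 °C after 20 min preincubation / Measured by: FP of antibody-bound GDP Alexa 633 tracer, ex 620/em 688 nm / Replicates: singlicate, each compound tested once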
An asterisk follows results filed as active; nt = not tested or not shown.

SMILES	NR1D1 modulator	DDE Tn6 FP inh	UHRF1 binding	PLC-beta3 inh	ASAP1 inh	proKLK7 act	Tn7 DDE FP	PLC-gamma1 inh	HGIII-sPLA2 inh	ARFGAP1 inhibitor
COc1ccc(NS(=O)(=O)c2cccc(C(=O)NNC(=O)c3ccc(Br)o3)c2)cc1	-3	-2	-2	-8	-1	-0.3	-1	3	-26	1
COc1ccc(C(C)C)cc1S(=O)(=O)N1CCC(C(=O)N2CCN(C)CC2)CC1	-1	-3	0	-5	6	-0.6	-2	0	-6	-4
CC(C)NS(=O)(=O)c1ccc2c(c1)oc(=O)n2C	-6	3	-2	1	6	-0.4	3	0	3	-6
C=CCN1C(c2ccc(Br)cc2)=CS/C1=C(\C#N)c1nnc(N2CCOCC2)n1-c1ccccc1	-3	-10	-2	2	3	0.0	-1	-2	2	-21
CN1CCN(C(=S)C(=O)Nc2ccc(Br)cc2)CC1	8	5	-1	1	4	0.6	3	2	1	15
O=C(O)/C=C\C(=O)Nc1ccc(N2CCN(c3ccc(Cl)c(Cl)c3)CC2)cc1	3	14	-4	2	15	-0.5	-2	1	3	5
CN1C(=O)c2cc(NS(=O)(=O)c3ccc(F)cc3)ccc2OC[C@H]2O[C@@H](CC(=O)NCC(F)(F)F)CC[C@@H]21	130*	-6	5	7	nt	-0.3	-6	12*	-40	nt
O=S(=O)(c1ccc2c(c1)OCCO2)N1CCCN(S(=O)(=O)c2c(F)cccc2F)CC1	-3	-2	1	2	3	-0.3	-7	1	-8	21
CCc1cc2ccc(C)c(C)c2nc1SCC(=O)Nc1cc(C)on1	16	2	0	-8	2	0.3	-12	5	7	6
CCN(CC)S(=O)(=O)c1ccc(NC(=O)CSc2ncnc3ccccc23)cc1	-7	-4	0	-19	-14	-0.4	4	-9	-18	0
CCOc1ccc(C(C)=O)cc1CN1C(=O)c2ccccc2S1(=O)=O	1	-1	0	-42	7	-0.2	0	0	-5	0
CN(CC(=O)Nc1ccc(F)cc1)C(=O)CCc1ccccc1	5	-3	0	-1	-19	-0.2	4	4	-2	-2
CCN(CC)CCOC(=O)C1(c2ccccc2)CCOCC1	2	2	16	3	-7	-0.2	0	1	1	-1
O=C(Nc1cccc(-n2cnnn2)c1)c1ccco1	-2	10	3	-6	4	-0.2	-1	2	6	9
COc1cccc(/C=C/c2ccccn2)c1O	7	1	-1	-65	-11	0.6	-1	-39	2	11
Cc1csc(N(C(=O)Cc2ccccc2F)c2ccccc2)n1	1	0	5	1	2	0.1	3	4	20*	9
CCn1cc(Br)c(C(=O)Nc2nccs2)n1	8	1	-1	3	0	0.0	-4	1	-1	0
Cc1ccc(Nc2nc(C)cc(C)n2)c(Br)c1	-1	0	3	-1	17	-0.3	2	1	4	0
C=CCc1ccccc1OCCCCN1CCCC1	-4	-13	1	0	17	-0.7	2	0	9	7
CCCc1ccc(C(=O)NNc2ccc(F)cc2)cc1	7	5	4	-4	-1	0.1	4	3	-1	-1
O=C(Nc1ccccc1)C1=C[C@@H](c2ccc(Br)cc2)C[C@@H](OCCCCO)O1	3	-9	0	-1	11	-0.2	-1	-1	-11	17
CCCNC(=O)/C(=C/c1cn(S(=O)(=O)N(C)C)c2ccccc12)NC(=O)c1ccc(OC)cc1	-5	2	0	-1	5	0.2	0	-3	0	-11
O=C1c2ccccc2C(Nc2ccc(S(=O)(=O)N3CCCCC3)cc2)N1c1ccccn1 (stereo not given)	25*	3	0	-2	-2	0.3	-4	-2	-3	3
CCOC(=O)[C@]12CCC=C1N(Cc1ccccc1)C(=O)[C@H](CC(=O)NCc1ccccc1)C2	3	-7	2	-2	1	-1.0	3	5	-9	5
CC1CCCN(C(C(=O)NC2CCCCC2)c2cc3c(cc2[N+](=O)[O-])OCO3)C1 (stereo not given)	2	-7	2	-14	-6	0.1	-2	-9	20*	4

Arranged by formula weight (low to high): part of the list above.
SMILES	NR1D1 modulator	DDE Tn6 FP inh	UHRF1 binding	PLC-beta3 inh	ASAP1 inh	proKLK7 act	Tn7 DDE FP	PLC-gamma1 inh	HGIII-sPLA2 inh	ARFGAP1 inhibitor
COc1cccc(/C=C/c2ccccn2)c1O	7	1	-1	-65	-11	0.6	-1	-39	2	11
O=C(Nc1cccc(-n2cnnn2)c1)c1ccco1	-2	10	3	-6	4	-0.2	-1	2	6	9
C=CCc1ccccc1OCCCCN1CCCC1	-4	-13	1	0	17	-0.7	2	0	9	7
CC(C)NS(=O)(=O)c1ccc2c(c1)oc(=O)n2C	-6	3	-2	1	6	-0.4	3	0	3	-6
Cc1ccc(Nc2nc(C)cc(C)n2)c(Br)c1	-1	0	3	-1	17	-0.3	2	1	4	0
CN(CC(=O)Nc1ccc(F)cc1)C(=O)CCc1ccccc1	5	-3	0	-1	-19	-0.2	4	4	-2	-2
Cc1csc(N(C(=O)Cc2ccccc2F)c2ccccc2)n1	1	0	5	1	2	0.1	3	4	20*	9
O=C(O)/C=C\C(=O)Nc1ccc(N2CCN(c3ccc(Cl)c(Cl)c3)CC2)cc1	3	14	-4	2	15	-0.5	-2	1	3	5
CCN(CC)S(=O)(=O)c1ccc(NC(=O)CSc2ncnc3ccccc23)cc1	-7	-4	0	-19	-14	-0.4	4	-9	-18	0
O=C(Nc1ccccc1)C1=C[C@@H](c2ccc(Br)cc2)C[C@@H](OCCCCO)O1	3	-9	0	-1	11	-0.2	-1	-1	-11	17
O=C1c2ccccc2C(Nc2ccc(S(=O)(=O)N3CCCCC3)cc2)N1c1ccccn1 (stereo not given)	25*	3	0	-2	-2	0.3	-4	-2	-3	3

The main list resumes, starting 2 compounds before the break.
SMILES	NR1D1 modulator	DDE Tn6 FP inh	UHRF1 binding	PLC-beta3 inh	ASAP1 inh	proKLK7 act	Tn7 DDE FP	PLC-gamma1 inh	HGIII-sPLA2 inh	ARFGAP1 inhibitor
CCOC(=O)[C@]12CCC=C1N(Cc1ccccc1)C(=O)[C@H](CC(=O)NCc1ccccc1)C2	3	-7	2	-2	1	-1.0	3	5	-9	5
CC1CCCN(C(C(=O)NC2CCCCC2)c2cc3c(cc2[N+](=O)[O-])OCO3)C1 (stereo not given)	2	-7	2	-14	-6	0.1	-2	-9	20*	4
O=C(Cn1ncc(Cl)c(Cl)c1=O)c1ccc2c(c1)OCCO2	7	-3	19	-6	5	-0.5	-1	-1	0	6
COc1ccccc1CC(=O)NC1CCN(Cc2ccccc2)CC1	6	-2	3	-9	9	-0.8	4	-2	7	4
COc1ccc(N2CCN(CC(O)COc3cc(C)cc(C)c3)CC2)cc1 (stereo not given)	-8	3	-2	-2	7	0.8	0	4	6	5
Cc1ccccc1C(=O)Oc1ccc(-c2csnn2)cc1	3	-2	-1	-6	-15	-0.7	10	-1	-5	-3
CC(=O)N1CCN=C1SCc1ccc(C(F)(F)F)cc1	-2	-3	1	-10	-10	-0.5	3	0	11	12
O=S(=O)(N/N=C/c1ccc(N2CCOCC2)cc1)c1ccc(Br)cc1	-2	1	0	-16	4	0.0	-1	-3	2	-8
O=C(CN1CCN(CC(=O)Nc2ccccc2Cl)CC1)Nc1ccc2c(c1)OCCO2	1	4	-4	1	-13	0.4	8	2	-8	-3
CCc1ccc(C(=O)/C=C/c2ccc([N+](=O)[O-])o2)cc1	-3	3	0	-3	-2	-0.3	-13	8	0	5
COc1ccc(C2=NS(=O)(=O)N(C)C(C(=O)N3CCOCC3)=C2)cc1	0	8	-2	-77	10	-0.8	-4	-61	-1	-2
CC(NC(=O)/C(C#N)=C/c1ccco1)c1ccccc1 (stereo not given)	0	-2	5	-4	-15	-0.1	1	6	20*	17
CC(=O)NCC1CCCN(C(=O)c2ccc(OC3CCN(Cc4ccccn4)CC3)cc2)C1 (stereo not given)	0	1	2	-1	-2	-0.5	-2	3	6	9
COc1ccc(CN2C(=O)NC(C)(c3ccc(C)cc3)C2=O)cc1F (stereo not given)	1	3	-4	-4	-4	0.0	1	2	-4	-2
CCOc1cccc(Cc2c[nH]c(=O)[nH]c2=O)c1	-6	-2	1	0	8	0.4	-2	0	4	-7
O=C1CSC(=Nc2ccc(Cl)cc2)N1Cc1cccnc1	-1	6	0	-7	-5	0.0	6	3	-10	6
COCCCN(CC(=O)O)S(=O)(=O)c1ccccc1	-4	0	-1	5	-8	0.5	-4	4	1	-6
COc1ccc(CCNC(=O)CSc2nc(O)c(CC(C)C)c(=O)[nH]2)cc1OC	-1	-1	4	-1	13	-0.2	-1	4	7	-6
COc1ccc(NC(=O)c2cccnc2SC)cc1S(=O)(=O)N1CCCCC1	3	2	9	-6	-8	-0.2	-2	0	12	3
CN1CCN(CC(O)COc2ccccc2)CC1 (stereo not given)	1	2	2	-17	3	1.0	3	-7	-5	6
Cc1nnc(SCC(=O)N2CC(=O)Nc3ccccc32)n1Cc1ccccc1	5	2	2	7	-1	0.7	2	-1	0	3
CCN(CC)CC(=O)Nc1ccc(C)cc1Br	-3	7	2	1	5	0.8	1	0	0	-3
COc1ccc(-c2nnc(NC(=O)c3ccco3)s2)cc1	-3	-2	4	-8	-6	-0.1	5	-1	1	12
CCN(CC)C(=S)SCC(=O)Nc1nc(=O)c2ccccc2s1	-4	4	16	-1	-7	-0.7	-1	1	1	0
Cc1c(C(=O)OCC(=O)N2C(C)CCCC2C)oc2ccccc12 (stereo not given)	-3	-3	0	-1	2	0.3	-5	1	-1	7
CC(C)(C)OC(=O)C(Cc1ccc(OC(C)(C)C)cc1)NC(=O)CNC(=O)OCc1ccccc1 (stereo not given)	0	0	8	9	-11	0.2	-8	7	-11	-6

Assay outcomes deposited in PubChem by several laboratories.
